# PERK inhibitor = blocks human PERK kinase | Q9NZJ5 | 220,000 compounds, 0.17% hits | AID 1416 | inhibition, % at 5.6 µM | CHO PERK-DD fusion, SEAP luminescence translation reporter;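 active = inhibition above the mean inhibition of all tested compounds plus 3 SD, set separately per screening campaign, cut at about 2.9% in these data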;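 note: PERK kinase domain activated by AP20187 dimerizer at 100 nM; 0% = DMSO with dimerizer and 100% = rapamycin at 8.4 µM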
# Wee1 degr inh = inhibitors of human Wee1 degradation; HeLa Luc-Wee1K328M stability, luciferase luminescence; 100% = proteasome inhibitor MG132 effect; 220,000 compounds, 1.2% hits; reporter increase, % at 5 µM; AID 1321; P30291;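 active = activation above the mean of all tested compounds plus 3 SD, set per screening run, cut at about 8.8% in these data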;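 note: cells exposed to compound for 20 h before luminescence read; 0% = DMSO alone and 100% = MG132 at 30 µM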
# BaF3 tox = counter-screen for JAK2V617F inhibitors: parental Ba/F3 viability inhibitors | CellTiter-Glo ATP luminescence | inhibition, % at 5.6 µM | 220,000 compounds, 1.1% hits;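 active = inhibition above a per-campaign cutoff, the mean inhibition of all tested compounds plus 3 SD, cut at about 27% in these data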;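 note: 0% = DMSO wells and 100% = JAK Inhibitor I control wells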
# S1P4 ag = activates the human S1P4 receptor | O95977 | activation, % at 4.98 µM | 220,000 compounds, 0.35% hits | AID 1509 | S1P4-expressing cell line, agonist reporter assay; in the data active = activation above about 11%;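 note: 0% = DMSO vehicle and 100% = reference agonist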
# Target sequence (O95977 whole entry, looked up): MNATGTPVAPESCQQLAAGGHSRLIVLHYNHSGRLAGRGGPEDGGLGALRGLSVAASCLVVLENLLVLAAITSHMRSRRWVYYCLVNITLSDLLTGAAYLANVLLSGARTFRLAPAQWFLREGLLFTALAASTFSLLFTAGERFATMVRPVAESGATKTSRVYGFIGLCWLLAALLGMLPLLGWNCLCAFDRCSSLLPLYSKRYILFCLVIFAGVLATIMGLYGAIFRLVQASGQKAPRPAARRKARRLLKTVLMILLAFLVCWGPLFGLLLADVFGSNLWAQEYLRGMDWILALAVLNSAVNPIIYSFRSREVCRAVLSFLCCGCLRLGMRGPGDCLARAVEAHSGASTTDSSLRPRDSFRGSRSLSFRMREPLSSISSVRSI
# Mdm2 ligase inh = Mdm2 E3 ligase (human) inhibition; Q00987; signal enhancement, % at 5 µM; 210,000 compounds, 0.11% hits; cell-based MDM2 ubiquitination luciferase reporter, 2 h; 0 = plate control, 100 = twice control, blank-subtracted; AID 1230;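 active = signal enhancement of 30% or more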;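 note: luminescence tracks abundance of the self-degrading MDM2-luciferase fusion protein; higher signal means inhibition of MDM2 E3 ligase activity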
#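 Assay system: stable mammalian line carrying autodegrading MDM2–luciferase fusion reporter; Input: 2000 cells in each well; Compound dosing: single-point 5 µM; Schedule: 2 h compound exposure at 37 °C; Signal: SteadyLite luciferase luminescence after 15 min room-temperature reagent incubation; Evaluation: % luminescence enhancement versus blank-corrected plate control mean; Benchmarks: plate controls and plate blanks.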
# eIF4E-4G inh = eIF4E/eIF4G interaction inhibition in translation initiation. 220,000 compounds, 0.37% hits. AID 782. TR-FRET eIF4E-eIF4GI(517-606) binding, 2 h. inhibition, % at 21.7 µM. P63073+Q04637;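 active = inhibition above about 30%, limit read from the data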;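 note: 0% = full FRET control wells and 100% = background wells lacking eIF4GI fragment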
# Ba/F3 V617F tox = reduce viability of Ba/F3 cells dependent on JAK2V617F | Ba/F3 EpoR-JAK2V617F viability, ATP luminescence | inhibition, % at 5.6 µM | 220,000 compounds, 1.1% hits | AID 1446;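 active = inhibition above the campaign mean plus 3 SD over all tested compounds, cut at about 24% in these data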;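 note: cytokine-independent growth of Ba/F3 cells driven by EpoR plus mutant JAK2; 0% = DMSO-treated cells and 100% = JAK inhibitor I control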
# S1P4 antag = blocks the human S1P4 receptor; O95977; S1P4-expressing cells, antagonist mode, reporter read-out; inhibition, % at 4.98 µM; 220,000 compounds, 0.26% hits; in the data active = inhibition above about 29%;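 note: 0% = wells stimulated with agonist and 100% = vehicle wells without agonist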
# NPY-Y2 PAM-ag = potentiators or agonists of human neuropeptide Y receptor Y2. P49146. cells expressing NPY-Y2, potentiator/agonist read-out. activation, % at 3.6 µM. 220,000 compounds, 0.45% hits. AID 1359; in the data active = activation above about 27%;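 note: cells stimulated with NPY near EC25 plus isoproterenol at EC100; 0% = vehicle plus submaximal agonist and 100% = vehicle plus saturating agonist; some results beyond the cut were filed as inactive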
# Target sequence (P49146 whole entry, looked up): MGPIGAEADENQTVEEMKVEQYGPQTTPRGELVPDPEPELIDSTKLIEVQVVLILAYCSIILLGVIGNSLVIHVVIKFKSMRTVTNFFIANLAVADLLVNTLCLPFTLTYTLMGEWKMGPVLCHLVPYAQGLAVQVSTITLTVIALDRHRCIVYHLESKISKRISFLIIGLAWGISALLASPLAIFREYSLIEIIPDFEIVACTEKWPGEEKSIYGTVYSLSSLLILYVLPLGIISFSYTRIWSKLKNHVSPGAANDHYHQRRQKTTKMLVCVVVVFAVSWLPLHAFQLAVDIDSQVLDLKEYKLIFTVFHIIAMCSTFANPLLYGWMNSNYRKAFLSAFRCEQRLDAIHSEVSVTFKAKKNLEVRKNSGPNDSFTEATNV
# * = called active by the depositor; / = no result given; [ ] = remark or other dose.
Molecule | BaF3 tox | S1P4 antag | Ba/F3 V617F tox | PERK inhibitor | NPY-Y2 PAM-ag | S1P4 ag | eIF4E-4G inh | Mdm2 ligase inh | Wee1 degr inh
Cc1cc(N2CCN(c3ccc(F)cc3)CC2)nc2cc(O)ccc12 | 3 | -25 | 2 | -0.2 | 1 | -2.5 | -4[fluorescence artefact?] | -11 | -1
Cc1ccccc1NC(=O)CN1C(=O)C2C3CC(C(Br)C3Br)C2C1=O (centres undefined) | 8 | -13 | -3 | 0.5 | 18 | 1.1 | 0 | -17 | -1
Clc1ccc(Nc2nc(-c3cccnc3)cs2)cc1 | 4 | 10 | -1 | -0.9 | 9 | 2.1 | 9 | -2 | 1
Cc1cccc(C)c1NC(=O)CN1CCNCC1 | 1 | 13 | -3 | 0.4 | -13 | -0.2 | -5 | -12 | 0
COc1ccc2ccccc2c1/C=N/O | 1 | 12 | -1 | 2.3 | 7 | -0.6 | 1 | -44 | -6
Nc1ccc(NC(=O)Nc2ccc(N)cc2)cc1 | 1 | 3 | -2 | 0.9 | 9 | -0.5 | 3 | -3 | 1
COc1ccc(Cl)cc1-c1nc(-c2ccc(NC(=O)c3cccs3)cc2)no1 | 6 | -8 | 1 | 0.6 | 10 | -0.6 | 7[fluorescence artefact?] | -2 | 0
CC(C)(C)[C@@H]1C=C(C(=O)N2CCN(Cc3ccccc3)CC2)O[C@H](OCc2ccc(CO)cc2)C1 | 5 | 4 | -4 | 0.2 | -20 | -0.8 | 3 | / | -2
O=S(=O)(NCc1ccccn1)c1ccc2c(c1)OCCO2 | 1 | -6 | -1 | 0.8 | 8 | -0.5 | -3[fluorescence artefact?] | -7 | 1
O=c1[nH]c(/C=C/c2ccc3c(c2)OCO3)c([N+](=O)[O-])c(=O)[nH]1 | 6 | 3 | 1 | 0.6 | 7 | 0.7 | -3 | -4 | 1
CCC(C)(C)n1nnnc1C(c1cccnc1)N1CCN(c2cccc(C(F)(F)F)c2)CC1 (centres undefined) | 0 | -7 | -1 | -0.6 | -7 | 15* | 2 | -13 | 1
S=C(Nc1ccccc1Cl)N(Cc1cccnc1)Cc1ccco1 | 5 | -11 | 2 | 0.4 | -7 | -0.8 | 0 | -8 | 3
CN1CCCC(OC(=O)c2ccc(Cl)cc2)C1 (centres undefined) | -5 | -20 | -3 | 1.0 | 0 | 0.3 | 5 | -5 | -4
COc1cccc(CNCCSc2nnnn2C)c1 | 6 | -14 | -1 | -0.5 | 1 | -1.2 | 8[fluorescence artefact?] | -25 | 2
Cc1ccc(F)cc1NC(=O)C1CCN(c2cnccn2)CC1 | 0 | 5 | -3 | 0.0 | 14 | -1.4 | 4 | -3 | -2
Cn1c(Cn2c(=O)sc3ccccc32)nnc1SCC(=O)Nc1cccc(F)c1 | 1 | -2 | -4 | -0.3 | -8 | 0.5 | -2 | -9 | 1
COc1ccccc1/C=C/C(=O)NC(=S)NC(C)C | 0 | -3 | -4 | 0.1 | -2 | 0.5 | 18 | -3 | 4
Nc1nnc(CC(=O)N/N=C/c2ccccc2OCc2ccccc2F)s1 | -1 | -18 | 0 | 0.3 | 12 | 2.7 | -1 | -5 | 0
N#CCSc1nc2ccc(N3CCCCC3)cc2c(=O)n1Cc1ccccc1 | 2 | -6 | -2 | 0.1 | 19 | -1.4 | / | -10 | -2
CCOC(=O)C(=O)Nc1ccccc1C#N | 3 | 6 | 1 | 0.8 | 7 | 2.1 | -1 | -13 | 4
O=C(c1cccc([N+](=O)[O-])c1)N1CCCC(C(=O)N2CCCCCC2)C1 (centres undefined) | 0 | -18 | 2 | 0.0 | -15 | 2.1 | 0 | -21 | -1
CC(N)=Nc1ccc([N+](=O)[O-])cc1 | 4 | 3 | -1 | 1.5 | 8 | -0.2 | 16 | 3 | 5
CCOC(=O)C1=C(N)Oc2cc(O)ccc2C1c1cccnc1 (centres undefined) | 5 | 7 | -1 | -0.5 | 11 | -1.6 | 5[fluorescence artefact?] | -9 | -1
Cc1ccc(-c2noc(CCC(=O)Nc3ccc4c(c3)OCO4)n2)cc1 | 7 | 3 | 1 | 1.3 | -8 | -0.9 | -1 | -16 | 0
Cc1ccc(S(=O)(=O)N(Cc2n[nH]c(=S)n2-c2ccccc2)c2ccccc2)cc1 | 5 | 12 | -1 | -1.3 | -21 | -1.2 | -2 | -6 | 1
O=C1CCCC(=O)C1CS(=O)(=O)c1ccccc1 | -2 | -3 | -1 | -0.4 | 0 | 1.1 | 8 | -22 | 4
Cc1cc(=O)oc(C)c1C(=O)Nc1ccc(Cl)cn1 | 2 | -23 | -6 | 2.2 | 5 | 3.5 | -3 | -13 | 1
COc1ccc(N(CC(=O)NCc2ccccc2OC)S(=O)(=O)c2ccccc2[N+](=O)[O-])c(OC)c1 | 3 | -16 | -3 | 0.3 | 5 | -0.2 | -3 | 22 | 4
Cc1cc(=O)oc(C)c1C(=O)OCC(=O)c1ccc(Cl)cc1 | 6 | 2 | -3 | 0.7 | -20 | 0.7 | 0 | 0 | 4
O=C(NCc1cccc(Cl)c1)NC(=O)c1csc([N+](=O)[O-])c1 | -3 | -6 | -1 | 1.1 | -21 | 0.3 | 2 | -12 | 1

# Exported with two lines to a compound: part of the list above
# Order of results – BaF3 tox, S1P4 antag, Ba/F3 V617F tox, PERK inhibitor, NPY-Y2 PAM-ag, S1P4 ag, eIF4E-4G inh, Mdm2 ligase inh, Wee1 degr inh
> COc1ccccc1/C=C/C(=O)NC(=S)NC(C)C
  0, -3, -4, 0.1, -2, 0.5, 18, -3, 4
> Nc1nnc(CC(=O)N/N=C/c2ccccc2OCc2ccccc2F)s1
  -1, -18, 0, 0.3, 12, 2.7, -1, -5, 0
> N#CCSc1nc2ccc(N3CCCCC3)cc2c(=O)n1Cc1ccccc1
  2, -6, -2, 0.1, 19, -1.4, /, -10, -2
> CCOC(=O)C(=O)Nc1ccccc1C#N
  3, 6, 1, 0.8, 7, 2.1, -1, -13, 4
> O=C(c1cccc([N+](=O)[O-])c1)N1CCCC(C(=O)N2CCCCCC2)C1 (centres undefined)
  0, -18, 2, 0.0, -15, 2.1, 0, -21, -1
> CC(N)=Nc1ccc([N+](=O)[O-])cc1
  4, 3, -1, 1.5, 8, -0.2, 16, 3, 5
> CCOC(=O)C1=C(N)Oc2cc(O)ccc2C1c1cccnc1 (centres undefined)
  5, 7, -1, -0.5, 11, -1.6, 5[fluorescence artefact?], -9, -1
> Cc1ccc(-c2noc(CCC(=O)Nc3ccc4c(c3)OCO4)n2)cc1
  7, 3, 1, 1.3, -8, -0.9, -1, -16, 0
> Cc1ccc(S(=O)(=O)N(Cc2n[nH]c(=S)n2-c2ccccc2)c2ccccc2)cc1
  5, 12, -1, -1.3, -21, -1.2, -2, -6, 1
> O=C1CCCC(=O)C1CS(=O)(=O)c1ccccc1
  -2, -3, -1, -0.4, 0, 1.1, 8, -22, 4
> Cc1cc(=O)oc(C)c1C(=O)Nc1ccc(Cl)cn1
  2, -23, -6, 2.2, 5, 3.5, -3, -13, 1
> COc1ccc(N(CC(=O)NCc2ccccc2OC)S(=O)(=O)c2ccccc2[N+](=O)[O-])c(OC)c1
  3, -16, -3, 0.3, 5, -0.2, -3, 22, 4
> Cc1cc(=O)oc(C)c1C(=O)OCC(=O)c1ccc(Cl)cc1
  6, 2, -3, 0.7, -20, 0.7, 0, 0, 4
> O=C(NCc1cccc(Cl)c1)NC(=O)c1csc([N+](=O)[O-])c1
  -3, -6, -1, 1.1, -21, 0.3, 2, -12, 1

# Other records follow:
Molecule | BaF3 tox | S1P4 antag | Ba/F3 V617F tox | PERK inhibitor | NPY-Y2 PAM-ag | S1P4 ag | eIF4E-4G inh | Mdm2 ligase inh | Wee1 degr inh
COc1cccc(-c2cc(C(F)(F)F)n3ncc(S(=O)(=O)c4ccccc4)c3n2)c1 | -2 | -9 | -4 | 0.3 | -5 | 1.1 | 1 | -6 | -1
Cc1cccn2c(=O)c3cc(C#N)c(=N)n(CCN4CCOCC4)c3nc12 | 3 | 6 | -1 | 2.0 | -7 | -1.2 | 0 | -14 | -1
CC(=O)Nc1ccc(NC(=O)CSc2nnc(-c3ccco3)n2Cc2ccco2)cc1 | 6 | 1 | -1 | 0.9 | -14 | -1.3 | 0 | -4 | -2
Cc1cccc(NC(=O)Cn2c(=O)oc3ccccc32)c1 | 3 | -12 | -2 | 0.7 | -7 | 0.6 | 6 | -7 | -2
CN1CCN(S(=O)(=O)c2ccc(Oc3ccc(F)c(Cl)c3)nc2)CC1 | 6 | -20 | -1 | 1.6 | 96* | 2.0 | 1 | -8 | -1
COc1cccc2cc(-c3cn4cccc(C)c4n3)c(=O)oc12 | 2 | 12 | -4 | 0.4 | 0 | 2.3 | / | / | 1
O=C(CNc1ccc2c(c1)OCO2)N/N=C\c1cn(Cc2ccc(F)cc2)c2ccccc12 | 4 | -5 | 1 | -0.5 | 3 | -1.0 | 5[fluorescence artefact?] | -16 | 0
COc1cc(-c2onc3ccc(Br)cc23)cc(OC)c1OC | 79* | -2 | 69* | -0.8 | -11 | 1.3 | 3 | -14 | 0
O=C(NCCCO)C(=O)NCCc1ccc(Cl)cc1 | 7 | -5 | 0 | 0.6 | 4 | -2.5 | 4[fluorescence artefact?] | -16 | 2
Cc1c(NC(=O)C2CCCCN2S(=O)(=O)c2ccc(Cl)cc2)c(=O)n(-c2ccccc2)n1C (centres undefined) | 7 | -9 | 5 | -0.5 | -6 | -1.7 | 1 | -12 | -2
O=C(CCCOc1ccccc1)NC(=S)Nc1ccccc1 | 10 | -5 | 3 | 0.2 | -10 | -0.7 | 2 | -8 | -2
CC(C)(C)OC(=O)NCCCCCc1nnc(SCC(N)=O)o1 | 8 | -8 | 5 | 0.9 | -1 | 0.2 | -8 | -10 | -1
CCC(=O)N1CCN(c2ccccc2NC(=O)COc2cccc(C)c2)CC1 | 9 | 4 | 8 | -1.4 | -3 | -0.1 | 1 | -15 | 7
Cn1c(CSc2nc3ccccc3s2)nnc1SCC(=O)NCc1cccnc1 | 0 | -14 | -5 | 0.6 | -2 | 1.9 | 0 | / | -2
Cc1ccc(-c2nnn(CC(=O)N3CCN(c4ccccc4)CC3)n2)o1 | 3 | 3 | 1 | 0.2 | 1 | 0.0 | 4 | -32 | 3
Cc1ccc(NC(=S)NC2CCCCC2)cc1S(=O)(=O)N(C)C | 2 | 7 | -3 | 0.9 | -7 | 1.1 | 0 | -21 | 3
CC(C)(C)C1CCC(C(=O)OCC(=O)c2ccc[nH]2)CC1 (centres undefined) | 5 | -8 | 0 | 0.6 | 10 | -1.0 | 3 | -11 | -2
COc1ccc2ncc(OC(C)=O)cc2c1 | 5 | -23 | 0 | 1.4 | -5 | 0.4 | 3 | -9 | 4
CNS(=O)(=O)c1cccc(C(=O)OCC(=O)/C=C2/N(C)c3ccccc3C2(C)C)c1 | 6 | -6 | -1 | -0.2 | 3 | 1.4 | 7 | / | -1

# Assay outcomes deposited in PubChem by several laboratories.
